MCF10A rerep = DNA re-replication induction in MCF 10a cells; Potency, µM (titrated, usually from 46.1 µM), for the others: top-dose activity, positive = re-replication, hits mostly activators; 350,000 compounds, 2.9% hits; MCF 10A DNA re-replication, Hoechst nuclear intensity, 48 h; also: potency is read from the fitted curve at half-maximal effect; % of control where 0% means no effect; nearly all actives have a fitted effect of over 50% in size
Nrf2 block = inhibitors of Nrf2 signaling | A549 ARE-Fluc reporter, luciferase luminescence, 18-24 h | Potency, µM (highest dose often 46 µM), for the others: top-dose activity change, negative = inhibition, hits mostly inhibitors | 360,000 compounds, 2.1% hits | AID 504444; also: potency is read from the fitted curve at half-maximal effect; % is scaled to controls: 0 for no effect and ±100 for the full control effect; nearly all actives have a fitted effect of over 60% in size
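A549 ARE_Fluc cells (5000/well, 5% FBS OPTI-MEM) pre-incubated 2 h, then treated with compounds 18-24 h at 37C/5% CO2 in concentration-response. CellTiter-Fluor viability read first; BugLite luciferase luminescence after 15 min at room temperature gives Nrf2 activity.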
IL-1B inflam inh = blocks inflammasome-driven IL-1 beta release | activity change, % at 57.5 µM | THP-1 LPS/ATP IL-1B secretion, AlphaLISA, 16 h; hits give low values | 360,000 compounds, 4.7% hits; in the data active = activity change below about -50%; inconclusive = mostly about -30% to -49%; also: % is scaled to controls: 0 for no effect and ±100 for the full control effect
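THP-1 cells pretreated 1 hr with compounds (up to 57.5 uM final), then stimulated with LPS (250 ng/mL final) plus ATP (1.25 mM final); secreted IL-1B measured by AlphaLISA after 16 hr, decreased signal indicating inhibition.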
ATXN2 expr inh = ATXN2 expression inhibition | HEK-293 ATXN2-luciferase reporter, luminescence, 24 h | Potency, µM (titrated, usually from 57 µM), inactives show at the top dose activity change, negative = inhibition, most hits filed as inhibitors | 360,000 compounds, 0.72% hits; also: potency is read from the fitted curve at half-maximal effect; % is scaled to controls: 0 for no effect and ±100 for the full control effect; nearly all actives have a fitted effect of over 55% in size
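qHTS (up to 57 uM final) was run with 24 h compound exposure of reporter cells at 37 °C. Each well was multiplexed: SteadyGlo luminescence measured ATXN2-luciferase expression after a fluorogenic Gly-Phe-AFC viability readout (25 uM final).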
HepG2 viability = HepG2 cytotoxicity, counter-screen for TGF-b inhibitors; HepG2 CAGA-GFP viability, ATP luminescence, 18 h; AID 588856; 410,000 compounds, 0.76% hits; Potency, µM (doses to about 46.1 µM), inactives show at the top dose activity change, negative = cytotoxicity, hits mostly cytotoxic; also: potency is read from the fitted curve at half-maximal effect; some results filed as inactive show a strong effect at the top dose
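HepG2 CAGA-GFP cells (1000/well, DMEM with 1% FBS) received compound, then TGF-beta at 500 pg/mL final, and were incubated 18 hours at 37 degrees C. Viability was read by CellTiter-Glo luminescence. Media-only wells were set as complete cell-killing and DMSO as no toxicity.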
TGFb inhibitor = TGF-b pathway inhibition. AID 588855. HepG2 CAGA-GFP TGF-b/SMAD3 reporter, GFP fluorescence, 18 h; TGF-beta stimulated, 500 pg/mL final. Potency, µM (doses to about 46.1 µM), without a hit: top-dose activity, negative = inhibition, usual class: inhibitors. 410,000 compounds, 1.2% hits; also: potency is read from the fitted curve at half-maximal effect; % is scaled to controls: 0 for no effect and ±100 for the full control effect; nearly all actives have a fitted effect of over 65% in size
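Inhibition was scored as loss of TGF-beta-induced (500 pg/mL final, 18 hours, 37 degrees C) GFP in HEPG2 cells carrying a CAGA-GFP reporter, in DMEM with 1% FBS. Well GFP was summed per cell; Activity was normalised to unstimulated and stimulated DMSO wells, then concentration-response fitting.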
Nrf2 activator = Nrf2 pathway activation. AREc32 ARE-luciferase reporter (MCF7-derived line), luminescence, 24 h. Potency, µM (doses to about 46.1 µM), without a hit: top-dose activation, actives largely listed as activators. AID 624171. 410,000 compounds, 0.31% hits; also: potency is read from the fitted curve at half-maximal effect; % of control where 0% means no effect; nearly all actives have a fitted effect of over 65% in size
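Reporter line AREc32 (ARE-Fluc), seeded overnight in OPTI-MEM with 5% FBS; compound pin-transferred, 24 hr at 37 deg C, 5% CO2; luminescent read-out.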
S2 tox = reduces viability in counter-screen for ATXN expression inhibitors. AID 651635. Potency, µM (top dose mostly 56.7 µM), hits mostly cytotoxic. S2 cells (HEK-293 line with an ATXN2-luciferase reporter) viability, CellTiter-Fluor protease fluorescence, 24 h. 400,000 compounds, 0.49% hits; also: potency is read from the fitted curve at half-maximal effect; nearly all actives have a fitted effect of over 40% in size
A549 viability = A549 cytotoxicity, counter-screen for Nrf2 inhibitors | A549 ARE-Fluc cells, CellTiter-Fluor viability, 18-24 h | Potency, µM (doses to about 46 µM), inactives show at the highest dose activity change, negative = cytotoxicity, actives largely listed as inhibitors | 390,000 compounds, 0.16% hits | AID 504648; also: potency is read from the fitted curve at half-maximal effect; % is scaled to controls: 0 for no effect and ±100 for the full control effect
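A549 ARE-Fluc cells in 5% FBS OPTI-MEM, 5000 cells/well, rested 2 h then exposed to compounds in concentration-response for 18-24 h at 37 °C. Viability by CellTiter-Fluor fluorescence (Ex 405/Em 525) after 30 min; luciferase luminescence (BugLite, 15 min, RT) read afterwards.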
Starred values were filed as active, the others as inactive; i = inactive; ? = inconclusive; / = no result given; & = joins results of further samples; [ ] = dose if it differs, or a comment. Unless noted, calls follow the shape of the dose curve; as a rule, active = well fitted curve in the direction sought with a large enough effect; inconclusive = small, poorly fitted or top-dose-only effect, or another doubt; inactive = no such curve, though single readings can be large; an effect the other way counts as inactive or inconclusive.

canonical_smiles,MCF10A rerep,Nrf2 block,IL-1B inflam inh,ATXN2 expr inh,HepG2 viability,TGFb inhibitor,Nrf2 activator,S2 tox,A549 viability
Cc1nc2ccc(S(=O)(=O)NCC(=O)Nc3cccc(F)c3)cc2s1,4%,?,23,/,-2%,?,-0.5%,i,0%
CNC(=S)N(CCc1c(C)[nH]c2ccc(C)cc12)Cc1cc(OC)c(OC)c(OC)c1,1%,23µM*,-9,-12%,-5%,-4%,0.0%,?,?
Cn1c(SCc2ccc([N+](=O)[O-])cc2)nc2c(c1=O)SCC2,12%,?,8,-11%[11.3 µM],0%,-7%,2.3%,?,-4%
COc1ccc(CN2C(=O)c3ccccc3C2C(=O)NC2CCCCCC2)c(OC)c1 (stereo not given),-2%,?,-54*,-25%&-18%,-20%&-7%,?,0.1%&3.5%,?,-22%&-15%
CN1C(=O)/C(=C2/C=CC=CN2C)OC1=S,5%,14%,0,3%,-4%,14%,1.2%,i,6%
COc1ccc(CNC(=O)CN(C)CC(=O)Nc2ccccc2Br)cc1,-5%,11%,?,3%,-19%,3%,0.1%,i,0%
CCOC(=O)c1[nH]c(=O)[nH]c1CSCCO,-10%,/,-8,-1%,7%,12%,-0.4%,i,17%
O=C(NCCCO)C(=O)NCc1ccncc1,0%,8%,20,-25%,-31%,0%,-0.1%,i,3%
CCCSc1nc2c(c(=O)[nH]c(=O)n2C)n1Cc1ccccc1,-3%,-23%,14,/,-19%,4%,0.3%,/,8%
CCc1nnc(NC(=O)CSc2nccn2-c2ccccc2)s1,-36%[inhibitor],-1%,0,3%,0%,-7%,0.1%,i,4%
CCCN(CCC)CCCNC(=O)C1CCCN(S(=O)(=O)c2cccc3nsnc23)C1 (stereo not given),/,11%,/,/,-6%,-12%,0.3%,/,1%
Cc1sc2ncn(CC(=O)NCCc3ccccc3)c(=O)c2c1C,-15%,1%,7,6%,-8%,2%,-0.4%,i,-9%
COC(=O)c1sc(S(=O)(=O)NCc2cccs2)c(C(=O)OC)c1C,0%,-15%,23,-11%,5%,2%,3.6%,?,-5%[1.84 µM]
Cc1nnsc1S(=O)c1ccc(Br)cc1 (stereo not given),-2%,?,-8,11%,4%,3%,?,i,1%
CC(=O)Oc1ccc(/C(C)=N/N2CCN(Cc3ccc(C)cc3)CC2)cc1,6%,6%,1,-18%,-8%,-13%,-0.2%,i,-1%
O=C(Nc1c(C(=O)N2CCN(c3ccccc3F)CC2)oc2ccccc12)c1ccco1,/,?,/,-10%,-14%,-17%,1.0%,i,4%
CCN(C)c1ccc(/C=N\n2nnnc2N)cc1,?,?,45,136%[activator],3%,1%,2.6%,i,-23%
C/C(=N\n1c(C)nc2ccccc2c1=O)c1ccc(N)cc1,-3%,-18%,11,-25%,-3%,-20%,0.4%,i,-2%
Cc1ccc(-c2nc(NC(=O)CSc3nc(C)nc4sc5c(c34)CCCC5)ns2)cc1,/,4%,/,/,2%,-3%,0.1%,/,4%
Cc1ccsc1-c1nc(CN2CCCC2c2ccc(F)cc2)c(C)o1 (stereo not given),0%,4%,29,-14%[11.3 µM],-1%,-1%,0.7%,i,1%
CCCc1nn2c(C)c(-c3ccccc3)nc2s1,/,?,/,103%[activator],-34%,-19%,0.0%,i,13%
O=C(O)CCn1cc(-c2ccc(F)cc2)nc1-c1ccncc1,-6%,?,30,9%,-4%,-3%,0.1%,i,-2%
NC(=O)N[C@@H](Cc1c[nH]c2ccccc12)C(=O)OCC(=O)N1CCCCC1,2%,8%,0,4%,4%,-12%,-0.5%,i,7%
CCCN(CC(=O)Nc1ccc(C(N)=O)cc1)CC(=O)Nc1ccc(Cl)cc1Cl,0%,1%,-3,10%,-89%,0%,-0.5%,i,-7%
O/N=C/c1cc(Br)ccc1OCc1cccc(F)c1,?,-22%,0,13%,-46%,-16%,4.3%,i,-23%
Cc1nc(-c2nnc(-c3ccccc3)o2)c(C(F)(F)F)o1,3%,?,-3,2%,-10%,-18%,3.1%,i,3%
Cc1ccc(S(=O)(=O)N2CCC(C(=O)NCC(C)(C)N3CCOCC3)CC2)c(C)c1,1%,4%,-8,/,3%,2%,-0.1%,i,-2%
COc1cc(/C=C2/SC(=S)N(CCC(=O)N3CCN(C)CC3)C2=O)cc(OC)c1OC,/,/,-13,/,-16%,-15%,6.5%,?,/
Cc1nc(N)[nH]c(=O)c1CCCNc1ccc([N+](=O)[O-])cc1,7%,20%,-10,31%,3%,0%,2.6%,i,?
CCOc1ccc(NC(=S)NCCN2CCN(Cc3ccccc3)CC2)cc1,3%,?,-11,-17%,-38%,?,0.5%,i,-13%
Cc1c(CN(C)C(=O)c2sc3cc(Cl)ccc3c2Cl)cnn1C,-7%,?,?,-24%,-20%,-7%,-0.8%,i,-19%
O=C(O)C12CC3CC(C1)CC(n1ncc(NCc4ccco4)c(Cl)c1=O)(C3)C2,-1%,4%,9,-9%,-7%,-2%,0.3%,i,-6%
C=CCC(CC=C)(CNC(=O)C(=O)Nc1ccc(Br)cc1)c1ccc(OC)c(OC)c1,/,15%,/,/,4%,0%,-0.2%,/,3%
CN(c1ccccc1)c1nc(N)c([N+](=O)[O-])c(N2CCCCCC2)n1,23%,8%,-6,44%[activator],-16%,-27%,8.0%,i,1%
O=C(NCc1nc2ccccc2[nH]1)c1cccc(S(=O)(=O)N2CCCCC2)c1,1%,?,0,-9%,7%,16%,-0.5%,i,-5%
Cc1ccc(CNC(=O)CCS(=O)(=O)c2ccc3c(c2)NC(=O)C(C)S3)cc1 (stereo not given),0%,0%,52,-25%,-35%,?,3.0%,i,0%
O=C(NCC(c1ccc(F)cc1)N1CCOCC1)c1ccc(OCc2ccccc2)cc1 (stereo not given),-7%,-8%,-20,3%,-28%,-28%,-0.5%,?,2%
CCN1C(=O)Cc2cc(S(=O)(=O)NCCc3ccccc3)ccc21,?,-10%,-2,6%,1%,-2%,2.6%,i,1%
CC(=O)c1cn(CC(=O)Nc2ccc(C)cc2)c2ccccc12,-3%,?,44,17%,2%,2%,3.7%,i,-3%
CSc1nc(N)nc2c1ncn2CC(=O)N1CCN(Cc2c(C)cc(C)cc2C)CC1,5%,?,37,-11%,-14%,-26%,0.5%,i,2%
Nn1c(SCC(=O)Nc2ccccc2Oc2ccccc2)nnc1C1CC1,-2%,8%,1,-1%,-3%,0%,0.1%,?,-3%
Cc1ccc2c(c1)N(C(=O)CCC(=O)NCc1ccccc1F)CC(C)O2 (stereo not given),/,?,/,-17%,-2%,?,6.7%,i,2%
Cc1ccc(/C=N/NC(=O)C(O)c2ccccc2)o1 (stereo not given),1%,13%,0,1%,-9%,5%,2.3%,i,-3%
CCc1nc2oc3cc(OC)ccc3c(=O)c2c(=O)n1Cc1ccccc1,-1%,?,-1,-5%,-13%,-16%,-0.2%,?,-8%
CCCCN(C(=O)Cc1ccc2c(c1)OCCO2)c1c(N)n(CCC)c(=O)[nH]c1=O,16%,1%,22,/,20%,14%,-0.6%,i,1%
C/C(CC(=O)Nc1ccc2c(c1)OCCO2)=N\NC(=O)c1cccc(O)c1,1%,-2%,-4,-3%,-4%,-1%,2.4%,i,3%
CCN(C(=O)COC(=O)c1ccc2c(=O)n3c(nc2c1)CCC3)C1CCS(=O)(=O)C1 (stereo not given),0%,?,-2,-5%,-22%,28%,0.3%,?,5%
Cc1ccc(C23CC4CC(CC(C(=O)N5CCOCC5)(C4)C2)C3)cc1,?,-9%,9,-18%,-1%,-3%,-0.7%,i,2%
Cc1ccc(N2CCN(c3nc4ccc(C)cc4n4nnnc34)CC2)c(C)c1,/,?,/,/,2%,28%,0.8%,/,-6%
Cc1ccc(/C=C2\SC(N3CCCCC3)=NC2=O)cc1,-2%,?,-66*,22%,2%,-18%,6.1%,i,4%

(listing goes on)
canonical_smiles,MCF10A rerep,Nrf2 block,IL-1B inflam inh,ATXN2 expr inh,HepG2 viability,TGFb inhibitor,Nrf2 activator,S2 tox,A549 viability
C=CCC(CC=C)(NC(=O)c1cccc(C)c1)c1ccccc1,26%,-12%,-11,6%,13%,-1%,-0.7%,i,0%
O=C(Nc1ccc2oc(-c3ccncc3)nc2c1)c1ccc(Br)o1,-5%,?,-19,-16%,6%,14%,-0.7%,i,2%
CCc1cccc(C)c1NC(=O)Cn1c(=O)n(-c2cccc(C)c2)c(=O)c2c1c1cc(C)ccc1n2C,/,12%,/,13%,6%,-17%,-0.3%,i,4%
CCOC(=O)c1cc(-c2ccc(F)cc2)n(CC(=O)NC2CCCCC2)c1C,/,/,/,/,-1%,-6%,0.3%,/,-1%
Cc1ccc(C(=O)n2nc(C)c(S(=O)(=O)N3CCOCC3)c2C)cc1C,/,/,/,15%,-27%,-1%,0.2%,i,16%
CN(Cc1ccccc1)C(=O)c1cccc(NC(=O)C2CCCN(C(=O)OC(C)(C)C)C2)c1 (stereo not given),17%,?,-2,?,-36%,-16%,-0.7%,?,-3%
O=C(Nc1ccccc1N1CCCC1)c1ccc(Br)o1,8%,15%,4,1%,-8%,-13%,4.8%,i,8%
Clc1cccc(CSc2nc3ccncc3[nH]2)c1,-2%,13%,6,41%[activator],-31%,-10%,4.9%,i,2%
O=C(CSc1nc(Nc2ccccc2)nc(N2CCOCC2)n1)N1CCCC1,?,/,-53*,0%,-54%,28%,4.3%,i,6%
Cc1ccccc1OCC(O)CN1CCN(c2ccccn2)CC1 (stereo not given),1%,-9%,10,-16%[11.3 µM],-18%,-7%,0.2%,i,4%

Screening data: PubChem BioAssay, National Center for Advancing Translational Sciences (NCATS)
